USP2a inhib = blocks human ubiquitin-specific protease USP2a. O75604. USP2a enzymatic assay, qHTS inhibition. Potency, µM (highest dose often 38.3 µM), inactives show at the highest dose activity change, negative = inhibition, hits mostly inhibitors. 60,000 tested, 0.1% active. AID 927;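 note: potency is the fitted concentration of half-maximal effect; nearly all actives have a fitted effect of over 60% in size; plate controls were DMSO for no effect and NEM full inhibition control for full effect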
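USP2 core (20nM final) preincubated 30 min RT with compound, then Ub-PLA2 20nM and NBD C6-HPC 20uM final added; buffer 20mM Tris-HCl pH 8.0, 2mM CaCl2. Fluorescence Ex 460/Em 535 read at 0 and 2.5 h; normalized to NEM.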
BRCT inh green = blocks human BRCA1 BRCT binding to phosphopeptide, green readout; BRCA1 BRCT-phosphopeptide binding, green fluorescence polarization; 75,000 tested, 0.05% active; Potency, µM (top dose mostly 76.9 µM), for inactives: at the highest dose activity change, negative = inhibition, usual class: inhibitors;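 note: potency is the fitted concentration of half-maximal effect; plate controls were peptide without protein for full effect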
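Compounds were incubated for 12 min at room temperature with a complex of 100 nM fluorescein-tagged pBACH1 decapeptide and 250 nM His-tagged BRCT protein. Buffer was phosphate pH 7.3 with EDTA, DTT and Tween 20. Disruption of binding lowers the polarization signal.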
ERK AVP inh = blocks ERK signaling stimulated by vasopressin; HEK293-V1b, vasopressin-stimulated pERK AlphaScreen; Potency, µM (doses to about 57.5 µM), without a hit: at the highest dose activity, negative = inhibition, hits mostly inhibitors; 72,000 tested, 0.99% active; note: potency is the fitted concentration of half-maximal effect; % is set by controls: 0 for no effect and ±100 for the full control effect; nearly all actives have a fitted effect of over 55% in size
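V1b-HEK293 cells; cpd 30 min 37C; 25 nM vasopressin 5 min; lyse 10 min; AlphaScreen beads 5 hr RT. Normalized to DMSO basal and 25 nM vasopressin; AC50 by Hill fit.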
FLuc inh = blocks Photinus pyralis firefly luciferase activity. P08659. purified firefly luciferase, luminescence, 8 min. Potency, µM (highest dose often 57.1 µM), for inactives: at the top dose activity change, negative = inhibition, hits mostly inhibitors. 72,000 tested, 2.2% active. AID 411; note: potency is the fitted concentration of half-maximal effect; % is set by controls: 0 for no effect and ±100 for the full control effect; nearly all actives have a fitted effect of over 40% in size
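Titration-based qHTS; buffer 50 mM imidazole pH 7.2, 50 mM KCl, 7 mM MgCl2, 10 uM ATP, 0.01% Tween 20, 0.05% BSA; luciferase/luciferin detector mix added after compound; 8 min, ambient; luminescence.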
Tau filament bind = tau filament binding; P10636; recombinant tau filaments, thioflavin S fluorescence, 15 h; filaments grown with octadecylsulfate alongside compound; Potency, µM (titrated, usually from 57.1 µM), without a hit: at the highest dose activity change, negative = inhibition; 71,000 tested, 2% active;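 note: potency is the fitted concentration of half-maximal effect; % is set by controls: 0 for no effect and ±100 for the full control effect; actives lower thioflavin S fluorescence by blocking filaments or displacing dye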
Target sequence (P10636 whole entry, looked up): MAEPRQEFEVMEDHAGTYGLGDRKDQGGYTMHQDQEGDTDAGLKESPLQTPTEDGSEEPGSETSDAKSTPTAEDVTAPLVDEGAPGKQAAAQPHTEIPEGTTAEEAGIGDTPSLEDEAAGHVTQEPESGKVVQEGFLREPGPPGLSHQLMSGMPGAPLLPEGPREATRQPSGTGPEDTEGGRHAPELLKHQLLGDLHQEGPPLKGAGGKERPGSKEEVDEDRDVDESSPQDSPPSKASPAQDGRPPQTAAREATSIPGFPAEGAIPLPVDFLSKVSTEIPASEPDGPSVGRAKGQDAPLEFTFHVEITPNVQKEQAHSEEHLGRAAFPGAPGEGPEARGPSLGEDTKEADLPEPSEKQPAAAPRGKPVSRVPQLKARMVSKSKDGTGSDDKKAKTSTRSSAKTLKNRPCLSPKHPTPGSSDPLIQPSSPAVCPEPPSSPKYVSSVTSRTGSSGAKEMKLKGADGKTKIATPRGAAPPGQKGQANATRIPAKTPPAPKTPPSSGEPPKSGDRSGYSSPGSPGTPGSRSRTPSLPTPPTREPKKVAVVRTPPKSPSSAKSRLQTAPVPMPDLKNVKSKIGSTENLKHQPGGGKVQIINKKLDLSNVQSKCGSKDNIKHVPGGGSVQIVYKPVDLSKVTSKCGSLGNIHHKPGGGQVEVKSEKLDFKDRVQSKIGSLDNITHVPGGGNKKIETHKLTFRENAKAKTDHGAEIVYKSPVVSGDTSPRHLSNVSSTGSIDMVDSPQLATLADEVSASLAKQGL
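Quantitative HTS: thioflavine S signal from ODS-induced tau filaments, excited at 450 nm, emission 510 nm. Conditions: 1 uM tau, 30 uM ODS, 15 h at 37 C, pH 7.4.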
A350 fluor = compound fluoresces in the Alexa 350 spectral region. Compound autofluorescence, 340/450 nm, Alexa 350 dye-equivalents; active compounds read high. max dye-equivalent concentration, M. 59,000 tested, 11% active; in the data active = max dye-equivalent concentration above about 10 nM; inconclusive = mostly about 1.1 nM to 9.6 nM
Casp1 inh = blocks human caspase-1 allosterically or competitively; Caspase-1 enzyme, Ac-WEHD-AFC fluorogenic rate; 75,000 tested, 0.03% active; AID 900; Potency, µM (top dose mostly 57.5 µM), for inactives: at the highest dose activity change, negative = inhibition, hits mostly inhibitors;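 note: potency is the fitted concentration of half-maximal effect; plate controls were vehicle for no effect and no substrate for full effect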
Caspase-7 inhib = caspase-7 (human) inhibition, allosteric or competitive; Potency, µM (titrated, usually from 57.5 µM), inactives show at the highest dose activity change, negative = inhibition, most hits filed as inhibitors; recombinant caspase-7, Ac-DEVD-AFC fluorescence rate; P55210; 75,000 tested, 0.02% active; active = well fitted inhibition curve with a large enough effect in the main read-out, with a control signal flat, not every such curve was filed as active; inconclusive = small, poorly fitted or top-dose-only effect, or a change in a side signal; note: potency is the fitted concentration of half-maximal effect; % of control where 0% means no effect
Target sequence (P55210 24-198 limits assumed): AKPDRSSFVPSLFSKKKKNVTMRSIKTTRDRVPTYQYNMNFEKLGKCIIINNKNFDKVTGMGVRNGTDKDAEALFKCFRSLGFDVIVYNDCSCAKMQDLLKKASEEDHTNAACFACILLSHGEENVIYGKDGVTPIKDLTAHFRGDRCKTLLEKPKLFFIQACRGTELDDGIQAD
Target sequence (P55210 207-303 limits assumed): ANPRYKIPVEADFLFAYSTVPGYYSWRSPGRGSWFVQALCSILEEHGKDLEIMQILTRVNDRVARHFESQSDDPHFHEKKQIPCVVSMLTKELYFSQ
CRE-bla Fsk = alters forskolin-stimulated CRE reporter signaling in CHO cells; Potency, µM (series often up to 38.2 µM), for the others: at the highest dose activity change, negative = inhibition, usual class: activators; 71,000 tested, 2.5% active; CHO CRE-bla reporter (cAMP response element driving beta-lactamase), forskolin EC10, beta-lactamase ratio; active = well fitted activation curve with a large enough effect in the signal ratio, with a control signal flat, not every such curve was filed as active; inconclusive = small, poorly fitted or top-dose-only effect, or effect the other way, or a change in a side signal; the % refers to the signal ratio; note: potency is the fitted concentration of half-maximal effect; % of control where 0% means no effect
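CRE-bla CHO reporter cells treated with compound titration plus EC10 NKH 477 (water-soluble forskolin), incubated 3 h at 37 °C; CCF4 loading 2 h at room temperature, 460/530 nm emission ratio read, AC50 values derived for positive or negative modulators.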
HEK293 cAMP ctrl = counter-screen for TSHR agonists: cAMP increase in parental HEK293. parental HEK293 CNG cAMP sensor, membrane potential fluorescence. Potency, µM (top dose mostly 57.1 µM), without a hit: at the top dose activation, usual class: activators. 73,000 tested, 2.5% active. AID 938; note: potency is the fitted concentration of half-maximal effect; % of control where 0% means no effect; nearly all actives have a fitted effect of over 55% in size
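Counterscreen for endogenous-receptor signalling: CNG-channel HEK 293 cells report cAMP rise by membrane depolarization. After 60 min dye equilibration with 100 uM RO 20-1724, compounds incubated 30 min before bottom-read fluorescence at 590 nm.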
BRCT inh red = BRCT-phosphoprotein interaction inhibition (red fluorophore). P38398. BRCT-phosphopeptide binding, red fluorescence polarization. Potency, µM (highest dose often 76.9 µM), for the others: top-dose activity change, negative = inhibition, hits mostly inhibitors. 75,000 tested, 0.03% active. AID 892; note: % is set by controls: 0 for no effect and ±100 for the full control effect
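Fluorescence polarization: 100 nM His-tagged BRCA1 BRCT with 100 nM TAMRA-labelled phospho-BACH1 decapeptide, phosphate buffer pH 7.3 with 150 mM NaCl, DTT, 0.01% Tween 20; 12 min RT. Binding inhibition seen as FP decrease.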
Numbers without * were called inactive; i = inactive; ? = inconclusive; / = not tested or not shown; [ ] = remark or other dose. Unless noted, calls come from the whole dose curve; as a rule, active = well fitted curve in the direction sought with a large enough effect; inconclusive = small, poorly fitted or top-dose-only effect, or another doubt; inactive = no such curve, though single readings can be large; an effect the other way counts as inactive or inconclusive.

canonical_smiles	FLuc inh	CRE-bla Fsk	BRCT inh green	A350 fluor	ERK AVP inh	USP2a inhib	BRCT inh red	Casp1 inh	HEK293 cAMP ctrl	Caspase-7 inhib	Tau filament bind
CN1CCN(C2=C(Cl)C(=O)N(c3ccc(Cl)cc3)C2=O)CC1	0%	?	1.3%	i	-3%	21%	0.8%	1%	-4%	-3%	-15%
Cc1nnc(NC(=O)CCC(=O)NCc2ccco2)s1	-11%	0%	-0.7%	?	-6%	2%	0.0%	0%	1%	-1%	-4%
Cc1cc2c(c(=O)o1)C(C(C)C)C(C#N)=C(N)O2 (stereo unspecified)	2%	-2%	1.6%	i	-6%	0%	-3.3%	-5%	8%	0%	-6%
CCC1CCCCN1CCNC(=O)C1CCN(S(=O)(=O)c2c(C)noc2C)CC1 (stereo unspecified)	0%	-6%	-2.0%	i	8%	9%	0.2%	-2%	6%	0%	-2%
Cc1cccc(C)c1NC(=O)N1CCC(c2nc3ccccc3o2)CC1	2%	-1%	-2.2%	?	6%	33%[activator]	-0.6%	1%	8%	0%	7%
CC(=O)OC/C=C(\C)CC/C=C(\C)CC/C=C(\C)CC/C=C(\C)CC/C=C(\C)CC/C=C(\C)CC/C=C(\C)CC/C=C(\C)CCC=C(C)C	/	/	-1.5%	/	0%	-7%	0.2%	0%	/	1%	/
O=S(=O)(c1ccc(Oc2ccc3oc4ccccc4c3c2)nc1)N1CCCC1	-1%	-8%	-0.9%	i	0%	43%[activator]	-1.3%	-4%	20%	-4%	-7%
Cc1cc2nc(N)sc2cc1C	/	?	1.1%	/	28%	/	-3.4%	-3%	?	-2%	10%
O=C1Nc2ccccc2C12OCCCO2	2%	1%	-0.9%	i	?	-1%	1.8%	1%	-18%	0%	7%
O=C(c1cnccn1)N1CCC2(CC1)CN(c1ncccn1)C2	1%[11.4 µM]	-3%	-2.0%	i	19%	-4%	0.8%	2%	9%	2%	17%
CCCn1c(-c2ccc(F)cc2)nc2c(NCCCCN(C)C)nc(C)nc21	/	8%	-0.8%	/	-7%	/	-0.1%	-1%	?	-1%	9%
COc1cc(O)c(C(=O)O)c(O)c1	/	/	1.0%	/	16%	3%	0.9%	0%	/	-1%	/
COc1ccc(CCNC(=O)c2nnc(Cc3c(F)cccc3Cl)o2)cc1OC	-1%	-5%	-0.3%	i	-28%	8%	-0.2%	-9%	7%	1%	-6%
O=C(Nc1ccccc1N1CCN(C(=O)c2ccccc2)CC1)c1cc2ccccc2o1	0%	6%	-4.2%	?	-16%	23%	0.6%	-2%	?	-1%	3%
O=C(Cn1c(=O)oc2cc(S(=O)(=O)N3CCOCC3)ccc21)N1CCc2ccccc2C1	0%	0%	-1.1%	/	4%	/	0.2%	0%	-9%	-1%	100%
C=CCN=c1sc(C(=O)OC)cc(=O)n1CC=C	2%	?	-1.4%	i	-14%	-2%	-4.0%	2%	25%	-1%	8%
Cc1[nH]c(=O)[nH]c(=O)c1S(=O)(=O)N1CCC(C(=O)N2CCN(Cc3ccccc3)CC2)CC1	2%	-8%	-2.9%	i	23%	-1%	-1.8%	0%	1%	3%	-8%
CCN(CC)C(=O)c1csc(Nc2ccc(C)cc2)n1	-2%	?	-0.1%	i	?	7%	0.9%	3%	-8%	-2%	0%
CCOc1ccc(NC(=O)C2CC(=O)N(CC)C(=Nc3ccc4c(c3)OCO4)S2)cc1 (stereo unspecified)	-1%	-6%	-1.9%	i	-1%	188%[activator]	0.3%	-2%	-10%	-3%	-12%
Cc1ccc(Nc2nc(N)nc(CSc3nccn3C)n2)c(C)c1	-8%	9%	-0.5%	i	-10%	5%	0.7%	0%	2%	1%	5%
CCOC(=O)c1ccccc1NC(=O)COC	-1%	?	-6.0%	i	2%	0%	-0.3%	-1%	3%	-1%	-8%
N#CCCS(=O)(=O)c1nnnn1-c1ccccc1	-7%	?	0.7%	i	18%	-7%	0.9%	3%	-5%	3%	1%
COCC(C)n1c(SCc2ccc(C(=O)OC)o2)nc2ccccc2c1=O (stereo unspecified)	-1%	10µM*	0.2%	i	-13%	-11%	0.3%	-2%	?	-2%	-7%
CSCCC(NC(N)=O)C(=O)NCC1CCCCC1 (stereo unspecified)	1%	?	-2.2%	i	7%	-2%	-0.3%	-5%	?	-3%	-2%
C#CC(CO)N(CCN(Cc1ccccc1)C(C#C)CO)Cc1ccccc1 (stereo unspecified)	1%	-8%	-0.1%	/	12%	4%	-1.7%	-3%	?	-2%	-10%
CCC(=O)c1cc(F)c(N2CCN(S(=O)(=O)c3ccccc3)CC2)cc1C	2%	?	1.8%	/	13%	5%[7.66 µM]	0.0%	-5%	-2%[11.4 µM]	-4%	11%[11.4 µM]
Cc1cc(C)cc(N(C(=O)CNC(=O)c2ccco2)C(C(=O)NC2CCCC2)c2cccnc2)c1 (stereo unspecified)	0%	-4%	-0.2%	i	-15%	12%	1.0%	-2%	17%	1%	-1%
CCOC(=O)/C(C(N)=NC(C)C)=C(\O)c1ccccc1	-1%	0%	-5.1%	i	-2%	7%	-0.4%	-2%	-4%	0%	-4%
COC(=O)N1CCN(c2ccc(C(C)=O)cc2)CC1	-6%	4%	-3.4%	?	8%	15%	0.4%	-2%	7%	-3%	0%
O=C(Nc1cccc2c1CCCC2)C1CCCN(S(=O)(=O)c2cccc3nonc23)C1 (stereo unspecified)	-1%	?	0.8%	i	?	10%	-2.4%	2%	13%	-2%	-11%
O=c1cnc2cnc(Oc3cccc(Cl)c3)nc2n1Cc1ccc(F)cc1	1%[11.4 µM]	-3%	4.3%	i	-10%	63%[activator]	0.1%	-8%	?	-12%	16µM*
COc1cc2c(cc1OC)CN(C(=O)CC1CC3CCC1C3)CC2 (stereo unspecified)	13µM*	?	-1.0%	i	-5%	-5%	-3.3%	-1%	-3%	-1%	4%
Cc1noc(/C=C/N(C)C)c1S(=O)(=O)N1CCCC(C(=O)N2CCCCC2)C1 (stereo unspecified)	1%	11%	-0.9%	/	-15%	/	0.3%	4%	10%	-3%	17%
COc1ccc(N(C(=O)c2ccco2)C(C(=O)NC2CCCC2)c2ccc(N(C)C)cc2)cc1 (stereo unspecified)	-2%	-3%	0.3%	i	13%	192%[activator]	-0.7%	-2%	19%	-1%	-9%
O=C(CCn1nnc2ccccc21)Nc1nnc(COc2ccc(F)cc2)s1	3%	1%	-1.7%	i	17%	0%	-1.9%	-4%	13%	-2%	260%
COc1ccc(-n2nnnc2SCC(=O)Nc2ccc3c(c2)OCCO3)cc1OC	-1%	10µM*	-0.7%	i	5%	60%[activator]	0.6%	-1%	-4%	0%	319%
C#CCNc1nc(CC)nc2c1nnn2Cc1ccccc1F	3%	10µM*	-1.5%	i	1%	13%	0.1%	-5%	20%	-9%	1%
CN(C)C(=O)c1cc(S(=O)(=O)N(C)C)c(Cl)cc1N1CCCC1	0%	-6%	-2.2%	?	-4%	1%	-1.2%	1%	12%	0%	5%
CC1Cc2ccccc2N1S(=O)(=O)c1cccc(C(=O)NC2CC2)c1 (stereo unspecified)	1%	-7%	-2.6%	?	22%	-4%	-0.3%	0%	20%	-1%	5%
CCSC1=C(C#N)C(c2cccc(OC)c2)CC(=O)N1 (stereo unspecified)	-1%	1%	-1.9%	i	?	/	-0.2%	-1%	10%	2%	-2%
CS(=O)(=O)NCC(c1cccnc1)N1CCN(c2ccc(F)cc2)CC1 (stereo unspecified)	2%	?	0.9%	i	19%	0%	0.4%	5%	3%	2%	16%
CCC(=O)Nc1c(C)ccc2nsnc12	3%	?	-0.6%	/	-8%	5%[7.66 µM]	-0.7%	-1%	6%[11.4 µM]	0%	-15%[11.4 µM]

Rewritten with values under each structure: three of the compounds above.
Values run as follows: FLuc inh	CRE-bla Fsk	BRCT inh green	A350 fluor	ERK AVP inh	USP2a inhib	BRCT inh red	Casp1 inh	HEK293 cAMP ctrl	Caspase-7 inhib	Tau filament bind
- C#CCNc1nc(CC)nc2c1nnn2Cc1ccccc1F
 : 3%	10µM*	-1.5%	i	1%	13%	0.1%	-5%	20%	-9%	1%
- CN(C)C(=O)c1cc(S(=O)(=O)N(C)C)c(Cl)cc1N1CCCC1
 : 0%	-6%	-2.2%	?	-4%	1%	-1.2%	1%	12%	0%	5%
- CC1Cc2ccccc2N1S(=O)(=O)c1cccc(C(=O)NC2CC2)c1 (stereo unspecified)
 : 1%	-7%	-2.6%	?	22%	-4%	-0.3%	0%	20%	-1%	5%
